# Screening results deposited in PubChem BioAssay by several laboratories.
# Yfh1-off respiration: mitochondrial function rescue without frataxin homolog – Friedreich's ataxia, plus single-dose screen, dose response (AID 1465); S. cerevisiae Yfh1-off respiration, WST-1 reduction, 72 h; higher fold induction means a stronger effect; fold induction at 50 µM; hits with a dose series show EC50 in µM; 0.074% of 220,000 active;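 active means fold induction of absorbance versus untreated yeast above a set limit, then at least 30% activation at any dose in follow-up; inconclusive means repeats straddling the limit, or above it without dose testing; inactive means fold induction below the set limit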;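 further: activators that raise dye reduction in frataxin-depleted yeast; strong numbers were not always called active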
# AID2073: inhibitors of Mint1-CaV2.2 protein interaction, biochemical, HTRF (AID 2073); HTRF protein-protein interaction, Mint1-CaV2.2; higher % means a stronger effect; inhibition, % at 20 µM; hits with a dose series show IC50 in µM; 0.19% of 290,000 active; in the data active means inhibition mostly above about 51%, no sharp cut-off; inconclusive means no clear call, values can overlap the other calls; inactive means mostly below about 53%; further: some results filed as inactive read as strong as hits
# WT yeast gro inh: growth inhibition of WT yeast, mitochondrial fusion screen. mitochondrial fusion phenotypic screen, WT strain. inhibition, % at 10 µM. 2.1% of 190,000 active. AID 1362; in the data active means inhibition above about 58%; tested in S. cerevisiae
# Insulin prom up: MIN6 insulin promoter up-regulation; MIN6 insulin promoter-GFP reporter, high-content imaging; hits give high values; z-score at 5 µM; 0.3% of 190,000 active; AID 1625;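 active means z-score above 3 at 5 µM with at least 500 cells counted in the well; inconclusive means wells under 500 cells, flagged as cytotoxic or low count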
# Autophagy mod: autophagy modulation, high-content screen. 0.98% of 190,000 active. calls only at 10 µM (by protocol). AID 463193. MEF GFP-LC3 puncta imaging; test concentration mostly 10 µM;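 active means percentage of spot-positive cells more than 3 SD above its plate mean, without a fluorescence outlier flag or 80% toxicity; inconclusive means no clear call, values can overlap the other calls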;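 further: spot-positive cell cutoff set from DMSO-treated cells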
# Dynein cargo inh: blocks dynein driven cargo transport along microtubules | AID 1381 | 3617.4 mouse cells, GR-EGFP nuclear translocation imaging; test concentration mostly 20 µM; stimulated with dexamethasone, 1 µM; hits give low values | z-score, hits read low | 0.47% of 220,000 active;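 active means plate z-score of nuclear minus cytoplasmic receptor signal below a set negative limit, without overly bright fluorescence or cell loss, cut at about -3.5 in these data, passing the limit was not always enough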;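 further: z-score of nuclear minus cytoplasmic ring GR-EGFP intensity difference per well; some compounds called inactive have numbers as strong as hits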
#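 medium = tetracycline-free induction medium containing charcoal-stripped FBS | probe or stimulus = dexamethasone, 1.0 µM final | timing = 48 h induction, then 1 h compound, then 30 min agonist, 37 °C | detection = automated 10x imaging of fixed Hoechst-stained cells | read-out basis = nuclear versus cytoplasmic GR-EGFP signal, averaged per well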
# bCat nuc transl: beta-catenin nuclear translocation modulation. HeLa beta-catenin nuclear translocation, immunofluorescence imaging. nuclear translocation activity, % at 5 µM. 0.3% of 190,000 active;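 active means nuclear translocation activity above 50% at 5 µM, with a well cell count of 50 or more; inconclusive means wells under 50 cells across six images, flagged as toxic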;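 further: per-cell ratio of nuclear to cytoplasmic median beta-catenin stain intensity; plate controls were DMSO negative control for no effect and GSK-3 inhibitor IX positive control for full effect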
#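 System: Human HeLa cells, endogenous beta-catenin | Compound dosing: 5 µM primary, 0.02–20 µM confirmation | Timing: 24 h compound exposure at 37°C, 5% CO2 | Measured by: Fluorescence imaging of beta-catenin antibody stain plus DAPI | Read-out basis: % activation of per-cell nuclear versus cytoplasmic median beta-catenin signal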
# HIV peptide binding: cell-free HIV fusion peptide-binding blockers – biochemical, uHTS, fluorescence dequenching, primary screen (AID 1986). cell-free peptide binding, fluorescence dequenching, 30 min; higher % means a stronger effect. one-dose inhibition, % at 20 µM; IC50 in µM for titrated hits. 0.3% of 290,000 active; in the data active means inhibition mostly above about 52%, no sharp cut-off; inactive means mostly below about 76%; further: some results filed as inactive read as strong as hits
# MT stabilizer: stabilizes microtubules in HeLa cells | HeLa tubulin immunostaining HCS, 24 h; share of cells brighter than vehicle mean+2SD | % tubulin-high responders, % at 10 µM | 0.83% of 200,000 active;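 active means plate Z-score above 3 for both tubulin-high and condensed-nucleus cell shares, with cell loss under 80%, at 10 µM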;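 further: anti alpha tubulin signal scored within the nucleus-defined area of each cell; some results filed as inactive read as strong as hits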
# WT yeast gro inh mutant strain: recorded beside WT yeast gro inh, whose call it bears; inhibition, %; mitochondrial fusion phenotypic screen, mutant strain inhibition
# Dynein cargo inh cytoplasmic EGFP: also measured in Dynein cargo inh; calls as there; z-score; measured here: cytoplasmic GR-EGFP intensity; hits give high values
# Dynein cargo inh nuclear GR-EGFP: further read-out of Dynein cargo inh, marked with its call; z-score; measured here: nuclear GR-EGFP intensity;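 lower value marks the stronger effect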
# Dynein cargo inh cell count: second read-out of Dynein cargo inh, no call of its own (marks repeat the call); z-score; measured here: cell count per field
# Insulin prom up cell count: further read-out of Insulin prom up, marked with its call; cell count; measured here: cytotoxicity, nuclei count;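 total cells summed across four imaged fields per well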
# bCat nuc transl cell count 5 µM: further read-out of bCat nuc transl, marked with its call; cell count; measured here: cell count, cytotoxicity flag
# MT stabilizer Hoechst-high %: second read-out of MT stabilizer, no call of its own (marks repeat the call); % Hoechst-high responders; measured here: nuclear condensation Hoechst responders;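 share of cells brighter than vehicle mean plus two SD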
# MT stabilizer cytotoxicity %: recorded beside MT stabilizer, whose call it bears; toxicity, %; measured here: cytotoxicity by cell density;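 0% = mean cell density of plate MIN control wells and 100% = no cells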
# Autophagy mod cell loss 18 h: second read-out of Autophagy mod, no call of its own (marks repeat the call); toxicity, %; measured here: cell loss, nuclei count;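 cell loss after 18 h compound exposure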
# Active calls of the source: *; i = inactive; ? = inconclusive; / = no result given; + = active, no number; & = joins results of further samples. The order is random. About 4.2% of those tested had a hit in this group.
compound,Insulin prom up,MT stabilizer,HIV peptide binding,Dynein cargo inh,bCat nuc transl,Yfh1-off respiration,Insulin prom up cell count,bCat nuc transl cell count 5 µM,Autophagy mod,WT yeast gro inh mutant strain,Autophagy mod cell loss 18 h,MT stabilizer Hoechst-high %,Dynein cargo inh nuclear GR-EGFP,Dynein cargo inh cell count,MT stabilizer cytotoxicity %,Dynein cargo inh cytoplasmic EGFP,WT yeast gro inh,AID2073
c1ccc2c(c1)Oc1cccc3cccc-2c13,-0.19,/,0.1%,-1.5,-0.5,i,794,1364,/,/,/,/,-0.67,2.4,/,-0.86,/,17%
CCOC(=O)C1=NN(c2ccccc2C)C2=NC(C)=C(C(=O)OC)C(c3cccs3)N12 (stereo not drawn),/,3.9,11%,-0.62,-3.4,i,/,1174,i,20,-16,2.5,-0.015,-1.7,6.0,0.12,27,6%
O=C(Oc1nsnc1N1CCOCC1)N1CCCCC1,/,1.9,/,1.3,/,i,/,/,i,/,23,2.1,0.59,0.48,8.4,0.19,/,/
COc1ccc(CCN(C)C(=O)C2CCCN(Cc3ccc(OC)c(OC)c3)C2)cc1OC (stereo not drawn),1.4&0.35,3.9&2.5,-0.8%&0.5%,-0.32&-0.71,-1.8&0.4,i,1533&1529,1334&871,i,26&1,16&6,2.5&1.7,-0.35&0.022,0.15&0.71,5.1&7.7,-0.36&-0.33,15&-12,5%&4%
Cc1ccccc1NC(=O)c1ccc(C)c(S(=O)(=O)Nc2ccccn2)c1,-0.24,3.6,-1.5%,-0.52,-1.8,i,2051,1044,i,0,-23,3.1,-0.49,0.064,9.6,-0.11,-11,2%
COC(=O)c1ccccc1NC(=O)CN(C)S(=O)(=O)c1ccc(OC)c(C)c1,0.79,3.2,-3.3%,-0.79,-1.6,i,1027,1191,i,7,5,2.0,-0.36,0.49,6.5,-0.28,9,19%
CC(C)CC(=O)N1CCN(CC2CC=CCC2)CC1 (stereo not drawn),/,2.9,2.8%,0.28,0.0,i,/,1179,i,0,20,2.0,0.082,-0.93,5.8,-0.22,-9,6%
O=C(NC(=S)Nc1cccc(-c2ccc(CO)o2)c1)c1cccs1,-0.26,2.4,3.9%,-0.12,-3.6,i,1495,1073,i,12,21,2.4,-0.06,0.62,5.2,-0.28,6,4%
N#Cc1c2n(c(=S)n(-c3ccc(F)cc3)c1=O)CCCCC2,0.27,1.3,0.9%,-0.37,-4.1,i,1365,1101,i,6,3,2.0,-0.042,-0.56,2.6,-0.27,6,-10%
CCCOP(=O)(c1ccc(N(C)C)cc1)C(O)c1ccccc1OC (stereo not drawn),-0.46,4.8,0.2%,0.019,-8.6,i,1211,1040,i,-3,-11,1.7,0.27,0.2,2.6,-0.39,4,6%
O=C(CC1Oc2ccccc2NC1=O)NCc1ccccc1 (stereo not drawn),-2.4,2.9,1.1%,0.15,/,i,874,/,i,9,1,3.8,0.32,-0.19,8.5,-0.16,4,-1%
Cn1c(=O)c(-c2ccccc2)nc2ccccc21,/,3.5,-1.4%,-0.0059,-0.8,i,/,505,i,-6,-9,2.2,0.43,0.4,3.5,-0.012,2,4%
Cc1ccc(N=Cc2nc(/C=C/c3cccc([N+](=O)[O-])c3)oc2O)cc1,0.84,2.0,-2.7%,-0.11,1.9,i,1585,1406,+,2,11*,1.8,0.5,0.64,5.2,0.056,-3,18%
O=C(Cn1c(-c2ccccc2)noc1=O)Nc1ccc(S(=O)(=O)N2CCOCC2)cc1,-0.24,4.3,-0.8%,3,-1.3,i,1208,1153,i,-5,13,1.9,2.1,-0.94,4.1,-0.24,-3,-9%
O=C1C2C3C=CC(C3)C2C(=O)N1CN(Cc1ccccc1)CN1C(=O)C2C3C=CC(C3)C2C1=O (stereo not drawn),-0.2,i,-1.2%,-0.8,-1.8,i,1374,952,i,3,-7,/,-0.33,1.1,100,-0.34,-1,10%
O=C(CSc1nc2cc(Cl)ccc2s1)N1CCCc2ccccc21,0.18,2.1,1.4%,-0.31,-0.6,i,1840,1111,i,1,-2,1.6,0.02,-0.024,10,-0.34,-4,-1%
O=C(c1cccc(OC2CCN(C3CCCC3)CC2)c1)N1CCCCCCC1,-0.61,2.2,-0.3%,1.8,0.3,i,1449,1014,i,4,6,1.6,1.1,-1,3.2,-0.26,0,3%
COc1ccc(N(CC(=O)Nc2c(C)n(C)n(-c3ccccc3)c2=O)S(=O)(=O)c2ccc(C)cc2)cc1,0.53,2.2,-1.0%,-0.6,-3.9,i,1463,1061,i,-6,-3,3.2,0.076,1.2,4.0,-0.31,0,12%
COCCNC(=O)C(c1ccc(F)cc1)N(C(=O)CCC(=O)Nc1nccs1)c1cccc(C)c1 (stereo not drawn),-0.27,2.9,-0.4%,-0.34,0.8,i,899,1009,i,-1,2,1.8,-0.078,-0.26,3.3,-0.18,-5,12%
CCOc1ccc(NC2=NCCC(=O)N2Cc2cccs2)cc1,-0.57,1.4,-2.2%,0.39,-5.2,i,971,1192,i,15,2,2.7,0.66,-1.1,6.9,-0.15,18,-13%
Cc1cccc(N2CCN(c3ccc(N4C(=O)CCCC4=O)cc3[N+](=O)[O-])CC2)c1C,0.31,2.7,-0.3%,2.2,-6.2,i,1273,560,i,14,8,2.3,0.63,-1.8,0.8,-0.032,8,-6%
CC(=O)Nc1ccc(NC(=O)COC(=O)c2ccc(C)s2)cc1,0.57,1.4,1.9%,0.28,/,i,853,/,i,-1,-7,1.8,0.52,0.26,8.6,-0.18,7,48%
C=CCc1ccc(OCC(O)COCC)c(OC)c1 (stereo not drawn),0.16,7.6,1.9%,-0.65,-3.4,i,849,1201,i,0,-3,3.7,-0.15,0.51,6.8,-0.25,-15,-1%
COc1cc(NC(=O)Nc2cccc(C(C)=O)c2)cc(OC)c1OC,0.53,3.1,-0.4%,0.27,-0.7,i,1954,1130,i,-2,-1,1.9,0.16,0.65,2.6,-0.13,8,6%
COc1ccc(CSc2nnnn2Cc2ccccc2)cc1OC,0.49,5.6,-0.6%,-0.36,-4.6,i,831,1087,i,-2,10,1.7,0.073,-0.26,3.4,-0.15,3,7%
C/C(=N\NC(=O)c1ccc([N+](=O)[O-])cc1Cl)c1ccccc1,0.02,2.2,-0.3%,-0.77,-4.3,i,1587,1035,i,6,-3,2.5,-0.031,1.1,6.6,-0.13,5,-7%
CC(C)(C)c1ccc(S(=O)(=O)NNC(=O)C2CCN(Cc3cccc(F)c3)CC2)cc1,-0.05,3.7,0.0%,0.38,0.7,i,1333,1126,i,13,4,2.3,0.48,-1.1,10,-0.24,-17,27%
CCOC(=O)/C(C#N)=C/c1cccc(F)c1,0.58,1.0,4.3%,-1.1,/,i,1271,/,i,4,-3,1.7,-0.65,1,4.3,-0.34,5,15%
CCn1c2c(c(=N)c3c1CCC3)CCC2,-0.02,4.7,1.6%,-0.27,-1.0,i,1291,568,i,-14,5,2.7,-0.39,0.35,5.5,-0.32,2,-6%
Cc1occc1C(=O)NNC(=S)NCC(C)C,-0.13,2.6,1.1%,0.38,-4.1,i,902,1167,i,7,-3,1.1,0.71,1.6,5.3,0.21,35,-2%
COc1ccccc1/C=C/C(=O)NCc1ccccn1,-0.24,4.0,-0.7%,0.15,0.5,i,1433,1537,i,10,11,3.0,0.37,0.58,13,-0.35,-9,-4%
Cc1ccccc1N=CC=C1OC(C)(C)C(C)(C)O1,0.14,3.0,-1.9%,0.16,0.4,i,1299,1046,i,5,-2,2.2,0.34,-0.46,5.9,-0.19,10,1%
CCCCOC(=O)CSc1nc2c(cc1C#N)C(=O)CC(C)(C)C2,0.04,3.1,0.7%,-0.25,-1.3,i,1623,1060,i,28,-5,2.8,-0.11,0.34,2.1,-0.2,36,7%
O=C(/C=C/c1ccccc1)NCCSCc1ccccc1Cl,0.7,3.6,-2.6%,-1.3,0.7,i,1912,993,i,22,3,2.7,-0.16,0.48,7.9,2.6,-8,-2%
Cc1cc(-c2cccs2)c2c(N)c(C(=O)c3ccc4c(c3)OCO4)sc2n1,4.7*,3.5,18%,-11,-0.8,i,1377*,1089,+,-24,4.8*,3.3,-1,1.3,12,20,-31,14%
CONC(=O)C1CCN(C(=O)OCc2ccccc2)CC1,0.75,1.0,0.9%,0.71,0.8,i,1831,1032,i,29,-1,1.9,-0.084,-0.95,1.9,-0.19,21,22%
CSc1nnc(COc2ccc(C)cc2)n1N,/,3.1,-0.1%,0.82,1.2,i,/,1076,i,11,-1,3.2,0.35,0.16,5.0,-0.25,-7,?
